# Source: PubChem
# hERG WT inh: qHTS for Inhibitors of KCHN2 3.1: Wildtype qHTS; Voltage-gated inwardly rectifying potassium channel KCNH2 (Homo sapiens), Q12809; U2OS, BacMam KCNH2, thallium flux FluxOr; stronger effect = lower value; activity change, % at 1.84 µM; actives 0.37% (n = 340,000); AID 720551, 2013;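 active = maximum activity change below -70%; inconclusive = maximum activity change between -70% and -50%; inactive = maximum activity change above -50%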
# Target sequence (Q12809 whole entry, looked up): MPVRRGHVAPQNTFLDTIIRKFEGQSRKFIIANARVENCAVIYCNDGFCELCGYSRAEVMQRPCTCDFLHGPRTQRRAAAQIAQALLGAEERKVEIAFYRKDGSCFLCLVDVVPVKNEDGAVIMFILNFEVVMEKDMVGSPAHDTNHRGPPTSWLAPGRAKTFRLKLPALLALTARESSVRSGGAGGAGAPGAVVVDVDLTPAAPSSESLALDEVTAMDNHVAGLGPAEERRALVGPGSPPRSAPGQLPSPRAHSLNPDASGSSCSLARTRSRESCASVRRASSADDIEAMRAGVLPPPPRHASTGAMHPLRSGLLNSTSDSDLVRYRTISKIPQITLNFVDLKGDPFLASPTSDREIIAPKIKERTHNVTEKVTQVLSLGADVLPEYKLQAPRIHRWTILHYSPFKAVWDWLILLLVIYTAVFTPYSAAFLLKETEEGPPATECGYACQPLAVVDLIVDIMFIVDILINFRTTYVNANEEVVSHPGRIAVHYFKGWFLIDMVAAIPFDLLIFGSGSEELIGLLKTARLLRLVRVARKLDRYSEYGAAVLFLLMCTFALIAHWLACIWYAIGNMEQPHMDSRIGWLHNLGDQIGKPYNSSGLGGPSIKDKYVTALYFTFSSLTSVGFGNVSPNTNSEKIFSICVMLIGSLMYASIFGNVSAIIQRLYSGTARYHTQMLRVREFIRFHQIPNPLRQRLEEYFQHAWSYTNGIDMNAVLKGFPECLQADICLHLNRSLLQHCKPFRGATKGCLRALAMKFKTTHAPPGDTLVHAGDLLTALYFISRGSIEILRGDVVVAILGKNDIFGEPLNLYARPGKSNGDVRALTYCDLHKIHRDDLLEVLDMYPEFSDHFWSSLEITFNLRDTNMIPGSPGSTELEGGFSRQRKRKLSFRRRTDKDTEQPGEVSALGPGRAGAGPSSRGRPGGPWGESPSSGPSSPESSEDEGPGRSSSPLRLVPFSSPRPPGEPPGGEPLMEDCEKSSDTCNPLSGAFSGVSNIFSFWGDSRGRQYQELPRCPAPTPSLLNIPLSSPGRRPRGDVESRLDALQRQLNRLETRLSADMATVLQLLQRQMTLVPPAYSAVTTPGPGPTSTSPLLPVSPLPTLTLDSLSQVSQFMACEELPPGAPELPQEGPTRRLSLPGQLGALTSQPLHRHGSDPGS
#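 U2OS cells were transduced with wild-type KCNH2 virus (2.03 x 10^8 / mL) for 4 h at room temperature, then cultured overnight at 37 C. Thallium flux was read with FluxOr dye. Rate constants were normalized to DMSO controls.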
# Numbers without * were called inactive; ? = inconclusive. % is scaled to controls: 0 for no effect and ±100 for the full control effect.
nr	Compound	hERG WT inh
1	CCNC(=O)Nc1cc(S(=O)(=O)N2CCOCC2)ccc1N1CCCCC1	17
2	O=P(O)(Cc1ccccc1)c1ccccc1	?
3	CCCCCCN1C[C@@H](O)[C@H](n2cc(-c3ccc(F)cc3)nn2)C[C@@H]1c1ccc(OC)cc1	-31
4	Cc1cccc(NC(=O)c2nc[nH]c2C(=O)N[C@@H](C)CO)c1	12
5	OCC[C@@H]1C[C@H](O)[C@@H](O)[C@]2(OCc3ccc4ccccc4c32)O1	-11
6	CCCCCCN1C[C@@H](O)[C@H](n2cc(COC(=O)c3ccccc3)nn2)C[C@@H]1c1ccc(Cl)cc1	8
7	CC1CCC2(CC1)NC(=O)N(CC(=O)Nc1ccc(N3CCCCC3)cc1)C2=O (stereo not given)	-1
8	COc1ccccc1NC(=O)CN(Cc1ccco1)C(=O)c1cc(Cl)c(OC)c(OC)c1	-13
9	Cc1ccccc1-c1ccc2c(c1)O[C@@H](CN(C)Cc1ccc(C(=O)O)cc1)[C@@H](C)CN([C@H](C)CO)S2(=O)=O	7
10	Cc1noc(C)c1S(=O)(=O)N(C)C[C@H]1OCc2cnnn2CCCC(=O)N([C@H](C)CO)C[C@H]1C	-6
11	CCC(=O)Nc1cc(OC)c(NC(=S)Nc2ccccc2CC)cc1OC	10
12	Cc1ccc(Cc2c(-c3ccccc3)nc3ccc(Br)cn23)cc1	-4
13	COc1ccc(CN(C)CCCn2ccc(NC(=O)OCc3ccccc3)nc2=O)cc1OC	20
14	N#CCCn1cc(C(=O)CN2C(=O)NC3(CCc4ccccc43)C2=O)c2ccccc21 (stereo not given)	-7
15	O=C(C[C@H]1C(=O)N(C2CCCCC2)C[C@@H]1c1ccccc1)Nc1ccc(Br)cc1	1
16	Cc1ccc(S(=O)(=O)N2C[C@H]3n4c(=O)ccc(=O)n4C[C@H](OC(=O)Nc4c(C)noc4C)[C@@]3(O)C2)cc1	4
17	CC1=C2C3OC(=O)C(C)C3CCC2(C)C=C(Cl)C1=O (stereo not given)	-8
18	C[C@@H]1CN([C@@H](C)CO)C(=O)c2cc(Br)cnc2O[C@@H]1CN(C)Cc1cncnc1	-4
19	O=S1(=O)CCN(Cc2ccncc2)CC1	-2
20	C#CCN(C[C@@H]1[C@@H](OC(=O)Nc2c(C)noc2C)[C@@H](OC(=O)Nc2c(C)noc2C)Cn2c(=O)n(CCCCCC)c(=O)n21)S(=O)(=O)c1ccc(C)cc1	-5
21	CC(C)COC(=O)N(C)C[C@H]1OCc2cnnn2CCCC(=O)N([C@H](C)CO)C[C@H]1C	-4
22	CCCCCC(=O)N1C[C@@H](n2cc(COC(=O)c3ccccc3)nn2)[C@H](O)C[C@@H]1c1ccc(C)cc1	4
23	O=C(CCc1c[nH]c2ccccc12)OCC(=O)c1ccccc1	-12
24	CSc1ncnc2c1ncn2CCCNCc1cccc2ccccc12	-25
25	CN1OC[C@@H]2CN(S(=O)(=O)c3cccc(C(F)(F)F)c3)[C@H](c3ccc(-c4cccnc4)cc3)C[C@@H]21	-30
26	c1ccc(COc2ncnc3c2ncn3CCCN2CCN(Cc3cccc4ccccc34)CC2)cc1	7
27	CCN(CC)C(=O)C1=C(C)N(CCCOC)C(=O)C(CC(=O)NC2CC2)C1 (stereo not given)	-12
28	COc1ccc(C(=O)NCC(=O)OCC(=O)c2ccccc2Br)cc1OC	-17
29	COc1cccc(-c2nc3n(n2)CCc2ccccc2-3)c1	7
30	O=C(NCCN1CCCC(O)C1)c1cc(COc2cccc(C(F)(F)F)c2)on1 (stereo not given)	3

# Down the list, quoted from above:
# hERG WT inh for entries 11 to 21 → 10, -4, 20, -7, 1, 4, -8, -4, -2, -5, -4

# Individual results from the list:
# cpd 4 in hERG WT inh shows 12
# cpd 1 in hERG WT inh shows 17
# cpd 30 in hERG WT inh shows 3
# cpd 18 in hERG WT inh shows -4
# cpd 25 in hERG WT inh shows -30
# cpd 12 in hERG WT inh shows -4
# cpd 8 in hERG WT inh shows -13

# Continuation:
nr	Compound	hERG WT inh
31	Cc1ccccc1NC(=O)C(C)OC(=O)C1CCCO1 (stereo not given)	-16
32	C=CCN(c1ccc(F)cc1)S(=O)(=O)c1cc(C(=O)NC2CC2)ccc1Cl	8
33	Cc1noc(C)c1NC(=O)Nc1ccc2c(c1)C(=O)N([C@H](C)CO)C[C@H](C)[C@@H](CN(C)S(=O)(=O)c1ccc(Cl)cc1)OCCCC[C@@H](C)O2	-15
34	CC1CCCN(S(=O)(=O)c2ccc3c(c2)OCCO3)C1 (stereo not given)	1
35	CCOc1ccc(/C=N/NC(=O)c2ccncc2)cc1OC	-5
36	C[C@@H]1CN([C@@H](C)CO)C(=O)CCCn2nncc2CO[C@H]1CN(C)C(=O)Nc1ccc(C(F)(F)F)cc1	-22
37	CNC(=O)C[C@H]1C(=O)N(c2ccc(OC)cc2)C[C@@H]1C	13
38	CCCC1NC(=O)c2cc3ccccc3cc2-n2c1nc1cc(F)ccc1c2=O (stereo not given)	1
39	C[C@@H]1CN([C@H](C)CO)C(=O)c2cc(C#CC3CC3)cnc2O[C@H]1CN(C)S(C)(=O)=O	37
40	Cc1ccc(S(=O)(=O)N(C)C[C@@H]2OCc3ccccc3-c3c(n(C)c4ccccc34)C(=O)N([C@H](C)CO)C[C@@H]2C)cc1	-9
41	Cc1cc(C)nc(NS(=O)(=O)c2ccc(NCN3C(=O)c4ccccc4C3=O)cc2)n1	1
42	COc1cccc(C(=O)NCC2CCCN(C(=O)Cc3cccc(C)c3)C2)c1OC (stereo not given)	-4
43	CC(=O)Nc1ccc(C(C#N)=Cc2ccc(N(C)CCC#N)cc2)cc1	-11
44	COc1ccc(C(=O)NC(=S)Nc2ccc3[nH]c(=O)[nH]c3c2)cc1Br	15
45	Cc1ccc(CNC(=O)CSc2nnc(CNC(=O)c3ccc(F)cc3)o2)cc1	0
46	CC1(C)C(=Cc2ccccc2)C(=O)c2ccccc21	-12
47	CCOC(=O)C1CCC(C(=O)OCC)N1c1ccc(C=O)cc1 (stereo not given)	-12
48	COCCCn1c(C(=O)Nc2ccc3c(c2)OCO3)cc2c(=O)n3cccc(C)c3nc21	3
49	CCCCn1c(NCc2cc(C)ccc2O)nc2ccccc21	9
50	CSc1ncccc1C(=O)OCC(=O)c1ccc(Cl)s1	2
51	COc1ccccc1CN1CC(C(=O)N(C)CCc2ccccn2)CCC1=O (stereo not given)	14
52	COc1ccc(/C=N/NC(=O)c2nnn(-c3nonc3N)c2C)cc1OC	4
53	COc1cc(/C=C2/SC(=S)N(CC(=O)NNC(=O)c3ccc(F)cc3)C2=O)cc(OC)c1OC	-13
54	CCc1ccc([C@@H]2C[C@H]3[C@@H](CN2S(=O)(=O)c2ccc(C)cc2)C(=O)C[C@@H](c2ccccc2)N3S(=O)(=O)c2ccc(C)cc2)cc1	-5
55	Cc1cccc(S(=O)(=O)N(C)C[C@@H]2OCc3cnnn3CCCC(=O)N([C@H](C)CO)C[C@H]2C)c1	-1
56	COc1ccc([C@H]2C[C@H](O)[C@@H](n3cc(C4CC4)nn3)CN2C(=O)C2CCCCC2)cc1	-2
57	CC(C)C#Cc1ccc2c(c1)O[C@@H](CN(C)S(=O)(=O)c1cn(C)cn1)[C@@H](C)CN([C@H](C)CO)S2(=O)=O	-3
58	Cc1nnc(SC(C)C(=O)c2c[nH]c3ccccc23)n1C1CC1 (stereo not given)	-3
59	COc1cc2ccccc2cc1C(=O)N/N=C/c1cccs1	2
60	COc1ccc(C(=O)Nc2cc(S(=O)(=O)N3CCCCC3)ccc2C)cc1	-8

# 2 records drawn at random from the list so far, as already listed:
nr	Compound	hERG WT inh
56	COc1ccc([C@H]2C[C@H](O)[C@@H](n3cc(C4CC4)nn3)CN2C(=O)C2CCCCC2)cc1	-2
54	CCc1ccc([C@@H]2C[C@H]3[C@@H](CN2S(=O)(=O)c2ccc(C)cc2)C(=O)C[C@@H](c2ccccc2)N3S(=O)(=O)c2ccc(C)cc2)cc1	-5

# More structures:
nr	Compound	hERG WT inh
61	CNC(=O)C[C@@H]1C(=O)N(C2CCCCC2)CC1(C)C	1
62	Cc1cc2nc(CN(C)C(=O)C3CCC(=O)N(C4CCCC4)C3)[nH]c2cc1C (stereo not given)	-5
63	CCN1C(=O)[C@H]2[C@@H](c3ccc(OC)cc3)N[C@]3(CCCN(Cc4ccc(Cl)cc4)C3=O)[C@H]2C1=O	-9
64	CC1=C(C(=O)N2CCOCC2)CC(CC(=O)NCC2CCCCC2)C(=O)N1Cc1ccc(F)cc1 (stereo not given)	-3
65	COc1ccccc1N1CCN(C(=O)c2ccc3noc(-c4ccccc4)c3c2)CC1	-9
66	CCc1ccc(CN(C)C(=O)c2cc(COc3cncc(Cl)c3)on2)cc1	1
67	Cc1ccccc1C(=O)N(C)[C@H]1C[C@H]2c3[nH]c4ccccc4c3CCN2C(=O)[C@H]1[C@H](C)O	-2
68	C[C@@H]1CN([C@H](C)CO)C(=O)CCCn2nncc2CO[C@@H]1CN(C)S(=O)(=O)c1ccc2ccccc2c1	-13
69	CCOc1ccc2nc(NC(=O)c3cccc(N4C(=O)CCC4=O)c3)sc2c1	10
70	CCN(CC(=O)Nc1c(F)cccc1F)C(=O)c1cccn1C	10
71	CCCCCCN1C[C@@H](n2cc(COC(=O)c3ccccc3)nn2)[C@H](O)C[C@@H]1c1ccccc1	-10
72	CCCCCCn1c(=O)n2n(c1=O)[C@@H]1CN(S(=O)(=O)c3ccc(C)cc3)C[C@]1(O)[C@@H](OC(=O)NCc1ccccc1F)C2	0
73	CC1(C)C(=O)C=C(N2CCCCC2)c2ccccc21	36
74	COc1ccc(CN2C(=O)C(CC(=O)NCCc3ccccn3)CC(C(=O)N(C)C)=C2C)cc1 (stereo not given)	-4
75	COc1cccc(NC(=O)N(C)C[C@H]2Oc3cc(C#Cc4ccncc4)ccc3S(=O)(=O)N([C@H](C)CO)C[C@H]2C)c1	-8
76	O=C(COC(=O)c1cncc(Br)c1)Nc1ccc(S(=O)(=O)N2CCOCC2)cc1	-22
77	COc1ccc(-n2nc3c(c2NC(=O)c2ccccc2)CS(=O)(=O)C3)cc1	-2
78	Nc1ncnc(N)c1NC(=O)c1cc(Cl)c(OCc2ccccc2)c(Cl)c1	-14
79	O=C([C@@H]1CCCN1C1=NS(=O)(=O)c2ccccc21)N1CCN(c2ccccc2)CC1	-20
80	CC1C(c2ccccc2)OCCN1C=NC#N (stereo not given)	-8
81	COc1ccc2[nH]c(=O)c(CN(C(C)=O)c3cc(C)ccc3C)cc2c1	15
82	Cc1ccc(CC(C)(O)CC(C)(O)Cc2ccc(C)cc2)cc1 (stereo not given)	-12
83	CCCCn1c(SCC(=O)NC2CC2)nc2cc(C(=O)OC)ccc2c1=O	17
84	CSCCC(NC(=O)c1ccccc1Cl)C(=O)NCCOc1ccc(C)cc1 (stereo not given)	-4
85	COCC(=O)N1C[C@H]2CON(C)[C@H]2C[C@H]1c1cccc(-c2ccccc2)c1	-4
86	O=C(CSc1ncn[nH]1)Nc1nc2c(F)c(F)c(F)cc2s1	-7
87	CCC(=O)N(C)C[C@@H]1Oc2ncc(Br)cc2C(=O)N([C@H](C)CO)C[C@H]1C	-16
88	CC1(C)CC(=O)C=C(c2ccc(-c3cnc4ccccc4c3)cc2)C1=O	-7
89	CC1=C(C(=O)N(C)C)CC(CC(=O)NCCCN(C)C)C(=O)N1CCC1=CCCCC1 (stereo not given)	3
90	Cc1ccc(S(=O)(=O)n2cccc2/C=C/[N+](=O)[O-])cc1	5

# Copied from above, entries 61–64
nr	Compound	hERG WT inh
61	CNC(=O)C[C@@H]1C(=O)N(C2CCCCC2)CC1(C)C	1
62	Cc1cc2nc(CN(C)C(=O)C3CCC(=O)N(C4CCCC4)C3)[nH]c2cc1C (stereo not given)	-5
63	CCN1C(=O)[C@H]2[C@@H](c3ccc(OC)cc3)N[C@]3(CCCN(Cc4ccc(Cl)cc4)C3=O)[C@H]2C1=O	-9
64	CC1=C(C(=O)N2CCOCC2)CC(CC(=O)NCC2CCCCC2)C(=O)N1Cc1ccc(F)cc1 (stereo not given)	-3

# (continued)
nr	Compound	hERG WT inh
91	O=C1CNC(=O)c2cc(Cl)ccc2N1	-4
92	CCCCCCN1C[C@@H](O)[C@H](n2cc(C3CC3)nn2)C[C@@H]1c1ccccc1	15
93	Cc1nc(N)ncc1CCC1OCCO1	1
94	Nc1c(C(=O)Nc2ccccc2)sc2nc(N3CCOCC3)c3c(c12)CCCC3	-4
95	COc1ccc2nc3n(c(=O)c2c1)-c1ncccc1C(=O)NC3CC(C)C (stereo not given)	-5
96	O=S(=O)(c1ccc(SCc2c(F)cccc2Cl)nc1)N1CCCC1	5
97	Cc1cc(Cl)ccc1OCC(=O)OCC(=O)Nc1ccc(Cl)cn1	16
98	C[C@H]1Cn2cnc(C(=O)NCc3ccc(CNC(=O)OC(C)(C)C)cc3)c2C(=O)N1	-2
99	CC(C)c1ncc(CO)n1Cc1c(Cl)cccc1Cl	-15
100	Cc1ccc([C@H]2C[C@H](n3cc(COC(=O)c4ccccc4)nn3)[C@@H](O)CN2CC2CCCCC2)cc1	6
101	O=C1CCC2CN3CCc4c([nH]c5ccccc45)C3CC2C1 (stereo not given)	-1
102	Cc1ccc(S(=O)(=O)NN=CC2(c3ccccc3)CC2)cc1	-2
103	COc1ccc([C@H]2N[C@]3(CCCN(Cc4ccc(Br)cc4)C3=O)[C@H]3C(=O)N(C)C(=O)[C@@H]23)cc1	-3
104	C[C@@H]1CN([C@@H](C)CO)C(=O)CCCn2nncc2CO[C@H]1CN(C)C(=O)NC1CCCCC1	-8
105	O=C(OCc1cn([C@H]2C[C@H](c3ccccc3)N(Cc3cccs3)C[C@@H]2O)nn1)c1ccccc1	-1
106	C[C@H]1CN([C@@H](C)CO)C(=O)CCCn2nncc2CO[C@H]1CN(C)C(=O)c1ccc2ccn(C)c2c1	-7
107	C[C@@H]1CN([C@@H](C)CO)S(=O)(=O)c2ccc(Br)cc2O[C@@H]1CN(C)C(=O)c1ccccn1	-13
108	Cc1occc1C(=O)N(C)CC1CCCN(CCc2ccc(Cl)cc2)C1 (stereo not given)	11
109	Cc1ccc([C@H]2C[C@@H](O)[C@H](n3cc(C4CC4)nn3)CN2C(=O)c2cccs2)cc1	-6

# These rows are one share of the data; count on the stated rates, not on these rows.
